L3MBTL1 inh: inhibitors of human L3MBTL1; hit rate 0.66% among 230,000; Potency, µM (top dose mostly 57.1 µM), without a hit: at the top dose activity, negative = inhibition, hits mostly inhibitors; AID 485360; AlphaScreen L3MBTL1–H3K9me1 peptide binding; Q9Y468; note: potency is the fitted concentration of half-maximal effect; % is set by controls: 0 for no effect and ±100 for the full control effect; nearly all actives have a fitted effect of over 60% in size
Target sequence (Q9Y468 whole entry, looked up): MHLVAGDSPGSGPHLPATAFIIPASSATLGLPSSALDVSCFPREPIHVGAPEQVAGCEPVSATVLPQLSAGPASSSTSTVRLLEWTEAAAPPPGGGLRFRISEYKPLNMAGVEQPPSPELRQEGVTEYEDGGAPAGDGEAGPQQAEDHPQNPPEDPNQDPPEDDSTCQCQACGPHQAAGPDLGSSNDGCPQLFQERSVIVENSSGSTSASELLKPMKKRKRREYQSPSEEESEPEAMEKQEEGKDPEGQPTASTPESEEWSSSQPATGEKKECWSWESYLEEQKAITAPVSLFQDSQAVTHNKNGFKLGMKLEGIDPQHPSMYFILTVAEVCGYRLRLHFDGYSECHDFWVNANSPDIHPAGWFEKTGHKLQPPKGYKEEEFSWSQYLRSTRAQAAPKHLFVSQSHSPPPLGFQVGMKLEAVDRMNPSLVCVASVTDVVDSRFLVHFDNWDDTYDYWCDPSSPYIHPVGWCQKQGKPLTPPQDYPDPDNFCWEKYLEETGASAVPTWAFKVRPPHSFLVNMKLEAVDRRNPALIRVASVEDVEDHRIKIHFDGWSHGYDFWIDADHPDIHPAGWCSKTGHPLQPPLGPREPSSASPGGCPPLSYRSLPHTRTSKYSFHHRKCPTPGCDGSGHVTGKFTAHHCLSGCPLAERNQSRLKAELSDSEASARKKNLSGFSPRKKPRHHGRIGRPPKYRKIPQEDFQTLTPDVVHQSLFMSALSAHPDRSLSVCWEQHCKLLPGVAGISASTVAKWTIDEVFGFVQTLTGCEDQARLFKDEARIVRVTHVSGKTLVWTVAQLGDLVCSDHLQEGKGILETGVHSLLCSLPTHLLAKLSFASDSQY
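Displacement of a biotinylated histone H3(1-15) peptide monomethylated at Lys9 (75 nM) from L3MBTL1 (50 nM) was measured by AlphaScreen after a 30 min room-temperature compound incubation; cefsulodin titration served as intraplate control.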
Epigenetic reg: epigenetic control regulation, reporter derepression | murine LDR cells, GFP reporter derepression, 30 h | Potency, µM (titrated, usually from 53.9 µM), for the others: at the top dose GFP activation, most hits filed as activators | hit rate 0.2% among 280,000; note: potency is the fitted concentration of half-maximal effect; % of control where 0% means no effect; nearly all actives have a fitted effect of over 60% in size
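In this reporter-derepression format, murine cells bearing a silenced integrated CMV-GFP locus incubate with test compound (30 h, 37 C), then are washed and imaged; fluorescent objects of 20–120 um count as induced cells.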
HttQ103 aggreg: reduces HttQ103-GFP aggregates in PC12 cells; PC12 HttQ103-GFP aggregates, Acumen cytometry, 40 h; Potency, µM (top dose mostly 46.1 µM), inactives show at the highest dose activity change, negative = inhibition, actives largely listed as inhibitors; AID 1688; hit rate 1.1% among 220,000; note: potency is the fitted concentration of half-maximal effect; % is set by controls: 0 for no effect and ±100 for the full control effect; nearly all actives have a fitted effect of over 60% in size
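Ecdysone-promoter PC12 model expressing HTT exon 1 Q103 fused to GFP, induced by tebufenozide at 100 nM final. Compounds titrated; aggregates sized 1–25 µm scored on a 488 nm laser cytometer.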
IMPase Li inh: membrane-permeable IMPase blocker, potentiated with lithium; CHO-M1 cells, IP1 TR-FRET (IP-One), carbachol + lithium; AID 1457; hit rate 0.35% among 210,000; Potency, µM (top dose mostly 59.4 µM), inactives show at the top dose activity, negative = IMPase inhibition, usual class: inhibitors;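 note: IP1 builds up when IMPase is blocked and the TR-FRET signal falls; potency is the fitted concentration of half-maximal effect; plate controls were basal vehicle for no effect and high inhibitor control for full effect; nearly all actives have a fitted effect of over 50% in size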
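CHO cells stably expressing M1 receptor (2000/well) were cultured 16–30 h, then exposed to compounds with a small lithium addition for 30 min at 37C. IP1 was measured by TR-FRET competition; AC50 from Hill fits.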
Luc counter: Kinase-Glo luciferase inhibition (counter-screen); Q27757; Kinase-Glo luciferase, ATP luminescence, 8 min; Potency, µM (doses to about 38.3 µM), for inactives: at the top dose activity change, negative = inhibition, actives largely listed as inhibitors; hit rate 0.28% among 200,000; AID 1379; note: potency is the fitted concentration of half-maximal effect; % is set by controls: 0 for no effect and ±100 for the full control effect; nearly all actives have a fitted effect of over 60% in size
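Kinase-Glo luciferase light output from ATP and luciferin was measured with 10 uM ATP, within the enzyme's linear range. Buffer: 50 mM imidazole pH 7.2, 50 mM KCl, 7 mM MgCl2, 0.01% Tween 20, 0.05% BSA; luminescence read after 8 min at ambient temperature.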
NPSR antagonist: neuropeptide S receptor (human) antagonism, cAMP; Q6W5P4; CHO-NPSR cells, cAMP TR-FRET, antagonist mode; Potency, µM (series often up to 38.3 µM), without a hit: top-dose activity change, negative = inhibition, actives largely listed as inhibitors; hit rate 1% among 220,000; AID 1461; note: potency is the fitted concentration of half-maximal effect; % is set by controls: 0 for no effect and ±100 for the full control effect; nearly all actives have a fitted effect of over 50% in size; many of its hits are not listed in these tables
CBFb RUNX1 block: blocks binding between human CBF-beta and RUNX1. Potency, µM (titrated, usually from 59.8 µM), inactives show at the highest dose activity, negative = inhibition, hits mostly inhibitors. Q01196+Q13951. 230,000 tested, under 10 active. AID 1477. AlphaScreen CBFb-His/RUNX1-biotin binding, biochemical; note: % of control where 0% means no effect
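Proteins preincubated together for 20 min at RT before compound addition; 15 min later, nickel and streptavidin beads were added and left 90 min prior to AlphaScreen measurement.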
* hit, by the source's call; ? = inconclusive; / = no result given; & = joins results of further samples; [ ] = another dose, or the depositor's remark. Calls come from the whole dose curve; as a rule, active = well fitted curve in the direction sought with a large enough effect; inconclusive = small, poorly fitted or top-dose-only effect, or another doubt; inactive = no such curve, though single readings can be large; an effect the other way counts as inactive or inconclusive. Some of the compounds tested; rates above refer to the full screens.

SMILES | L3MBTL1 inh | Epigenetic reg | HttQ103 aggreg | IMPase Li inh | Luc counter | NPSR antagonist | CBFb RUNX1 block
Cc1ccccc1CN1C(=O)c2ccccc2Sc2ccc(C(=O)O)cc21 | / | -2.1%&1.9% | 1% | -1% | 1% | -36% | 3%
CC12CCCCC1(O)[N+](=O)C1=C(CCCC1)N2[O-] (configuration not stated) | -20% | -0.2% | 36% | -4%[38.3 µM] | -2% | -5%[46.1 µM] | 6%
Cn1cccc1CNC(=S)Nc1cc(F)cc(F)c1 | / | -5.9% | -8% | -7% | 1% | 24% | -14%
CC(=O)N1CCc2cc(C(=O)CN3CCCCC3)ccc21 | 0% | 1.7% | 4% | 25%[38.3 µM] | -2% | -7%[46.1 µM] | 3%
CCOC(=O)N1CCN(C(=O)CSc2cc(C)nc3c(-c4ccccc4OC)c(C)nn23)CC1 | -4% | 4.8% | 16% | 18%[38.3 µM] | 5% | -17%[46.1 µM] | 4%
O=C(O)CCc1nc2cc3ccccc3cc2[nH]1 | 27% | -0.1% | 19% | 2% | 4% | -2% | 18%
COc1ccc(C(=O)N/N=C(\C)CC(=O)Nc2ccc3c(c2)OCO3)cc1 | 6% | 0.1% | -11%[9.22 µM] | / | / | 18% | 1%
Cc1cccc(OCC(=O)N2CCC(N3CCOCC3)CC2)c1 | / | 1.0% | 11% | 14%[38.3 µM] | 1% | 15%[46.1 µM] | 6%
CC1(c2ccc3ccccc3c2)NC(=O)N(CC(=O)Nc2cccc(S(=O)(=O)N3CCOCC3)c2)C1=O (configuration not stated) | -2% | -0.8% | -3% | -2% | -1% | 3% | -3%
COc1cccc(NC(=O)C(=O)N2CCOCC2)c1 | ? | 4.2% | ? | -5% | ? | -9%[46.1 µM] | 26%
CC12CCC3(CO)COC(c4ccccc4O1)C2C3 (configuration not stated) | -10% | -1.7% | -7% | 2%[38.3 µM] | 0% | -7%[46.1 µM] | 8%
CCCN(CCC)S(=O)(=O)c1ccc(C(=O)Nc2nnc(CSC)o2)cc1 | 5% | -0.9% | 11µM* | -21%[38.3 µM] | 7% | -1%[46.1 µM] | -8%
COCCn1c(SC(C)C(=O)Nc2ncc(Cl)cc2Cl)nc2ccccc21 (configuration not stated) | / | -1.0% | 1% | 24%[38.3 µM] | -2% | -9%[46.1 µM] | 4%
C[C@H]1C=C(C(=O)NCc2ccccc2)O[C@@H](OCc2ccc(CO)cc2)C1 | 7% | 7.0% | 9%[9.22 µM] | -3% | / | 9% | 1%
Nc1cc(-c2ccccc2)n2c(n1)nc1ccccc12 | / | 0.2% | 7%[9.22 µM] | / | / | -3% | 8%

Complete entries from above. Values in the order: L3MBTL1 inh	Epigenetic reg	HttQ103 aggreg	IMPase Li inh	Luc counter	NPSR antagonist	CBFb RUNX1 block
Entry for COc1ccc(C(=O)N/N=C(\C)CC(=O)Nc2ccc3c(c2)OCO3)cc1 : 6%	0.1%	-11%[9.22 µM]	/	/	18%	1%
Entry for CCOC(=O)N1CCN(C(=O)CSc2cc(C)nc3c(-c4ccccc4OC)c(C)nn23)CC1 : -4%	4.8%	16%	18%[38.3 µM]	5%	-17%[46.1 µM]	4%
Entry for Cc1ccccc1CN1C(=O)c2ccccc2Sc2ccc(C(=O)O)cc21 : /	-2.1%&1.9%	1%	-1%	1%	-36%	3%
Entry for C[C@H]1C=C(C(=O)NCc2ccccc2)O[C@@H](OCc2ccc(CO)cc2)C1 : 7%	7.0%	9%[9.22 µM]	-3%	/	9%	1%
Entry for Cc1cccc(OCC(=O)N2CCC(N3CCOCC3)CC2)c1 : /	1.0%	11%	14%[38.3 µM]	1%	15%[46.1 µM]	6%

The list goes on:
SMILES | L3MBTL1 inh | Epigenetic reg | HttQ103 aggreg | IMPase Li inh | Luc counter | NPSR antagonist | CBFb RUNX1 block
O=c1oc(-c2cccs2)nc2sc3c(c12)CCC3 | 3% | -0.4% | -3%[9.22 µM] | 1%[38.3 µM] | -5% | 1%[46.1 µM] | -10%
O=C(c1ccc(S(=O)(=O)N2CCOCC2)cc1)N1CCc2ccccc2C1 | -10% | -0.9% | 4% | 11%[38.3 µM] | -3% | -26%[46.1 µM] | 1%
Cc1ccc(S(=O)(=O)NCCC(=O)OCn2nnc3ccccc3c2=O)cc1 | -4%[11.4 µM] | 0.9% | -9% | 23%[38.3 µM] | 0% | -1%[46.1 µM] | 6%
COc1cc(/C=C/c2cc(OC(C)=O)c3ccccc3n2)c(OC(C)=O)c([N+](=O)[O-])c1 | / | 11% | -5% | 99%[activator][38.3 µM] | -2% | -27%[46.1 µM] | -2%
COc1cc(NC(=O)CN2CCN(c3ccccc3)CC2)c(C)cc1[N+](=O)[O-] | -5% | 2.5% | 7% | -4% | -3% | 6% | 10%
Cc1nn(C)c(C)c1Sc1ccccc1N | -5% | -1.6% | 8% | 1% | -1% | 16% | 18%
CCN(C(=O)CCc1nc(-c2ccc(OC)cc2)no1)c1cc(OC)ccc1OC | / | 0.6% | ? | 53%[activator][38.3 µM] | -4% | -19%[46.1 µM] | 4%
CCOC(=O)c1cc2c(ccn2C)n1CC(=O)N(Cc1ccccc1)c1ccc(F)cc1 | ? | -1.0% | ? | 7% | 5% | ? | -24%
O=C(Nc1nc2c(s1)CCCC2)c1cccs1 | / | -1.0% | -21% | 13%[38.3 µM] | ? | -14%[46.1 µM] | -5%
O=C(CSCc1c(F)cccc1Cl)Nc1cccnc1 | 9% | 3.7% | -3% | 0% | 0% | -6% | 4%
O=C(CSc1nnc(-c2ccncc2)n1Cc1ccccc1)Nc1nccs1 | 3% | -1.2% | ? | -13%[38.3 µM] | 0% | -2%[46.1 µM] | -3%
C=CCn1c(-c2sccc2C)n[nH]c1=S | 4% | 1.1% | 5% | -14% | 0% | 7% | -1%
CC(=O)N1N=C(c2cccs2)CC1c1ccco1 (configuration not stated) | -6% | 3.0% | 10%[9.22 µM] | 6% | -1% | -15% | -2%
O=C(O)C1CCCCC1C(=O)Nc1ccc2c(c1)OCCO2 (configuration not stated) | 8% | 0.0% | 7% | -12%[38.3 µM] | 2% | 3%[46.1 µM] | 6%
Cc1ccccc1OCC(=O)OC(C(=O)c1ccccc1)c1ccccc1 (configuration not stated) | 28% | -3.8% | 11% | 13% | 1% | -2% | -4%
COc1ccc2c(c1)OC(O)(C(F)(F)F)CC2=O (configuration not stated) | 5% | -1.0% | -19% | -3%[38.3 µM] | 2% | -14%[46.1 µM] | -5%
N#CCC(=O)N/N=C/c1cn(Cc2cccc3ccccc23)c2ccccc12 | 51%[activator] | ? | -16%[9.22 µM] | / | / | ? | 11%
Cc1ccc(C(=O)Nc2ccc(C(=O)O)cc2)cc1S(=O)(=O)Nc1cccc([N+](=O)[O-])c1 | / | 5.3% | -1% | -1% | -1% | 23% | 5%
O=C(Nc1ccccc1C(=O)N1CCOCC1)c1ccc([N+](=O)[O-])cc1 | 0% | 1.1% | 27% | -5% | -1% | 20% | 5%
COCCNC(=O)c1ccc(-c2csc(C)n2)cc1 | / | 0.0% | -4% | -1% | -7% | 22% | -7%
COC(=O)c1c(NC(=O)CN2C(=O)NC(CCc3ccccc3)C2=O)sc2c1CCCCC2 (configuration not stated) | -11% | 0.0% | 2% | -1% | 0% | -48% | -2%
O=C(Cn1nnc2ccccc2c1=O)NCCc1ccc(Cl)cc1Cl | 6% | 0.0% | -7% | -3% | 1% | 6% | 3%
COc1cc(/C=N/NC(=O)C(Cc2c[nH]c3ccccc23)NC(=O)OCc2ccccc2)cc([N+](=O)[O-])c1O (configuration not stated) | -19% | -0.9% | 3% | 26% | -3% | -29% | 0%
O=C(CSC1=NCCS1)Nc1nc2ccccc2s1 | 13% | 2.6% | 3% | -3% | -1% | 12%[46.1 µM] | 6%
CCOc1ccc(NS(=O)(=O)c2ccc(OCC)c3ncccc23)cc1 | / | 0.1% | -26% | 32%[38.3 µM] | 3% | -17%[46.1 µM] | 1%
CCC(OC(=O)c1cc2sccc2n1C)C(=O)NCc1ccco1 (configuration not stated) | -1% | 0.8% | -7% | 3%[38.3 µM] | 5% | -27%[46.1 µM] | -8%
CSc1ccc(NC(=O)Nc2cccn(Cc3ccccc3)c2=O)cc1 | -9% | -1.1% | -16%[9.22 µM] | 1% | 1% | 12% | -1%
NC(=O)C1(N2CCCCC2)CCN(C(=O)NC23CC4CC(CC(C4)C2)C3)CC1 | / | 1.9% | ? | 14%[38.3 µM] | 17% | 0%[46.1 µM] | 0%
CC(=O)N1CCc2cc(S(=O)(=O)NC(CC(C)C)C(=O)N3CCn4c3nc3ccccc34)ccc21 (configuration not stated) | 4% | 0.1% | 5% | 6% | 1% | -11%[46.1 µM] | 3%
Cc1ccc(C2NC(=O)c3c(sc(C)c3C)N2)c(O)c1 (configuration not stated) | / | -5.3% | -1% | 1%[38.3 µM] | -3% | -15%[46.1 µM] | -2%
Cc1ccc(/C(O)=C/C(=O)C(=O)NNC(=O)C(O)(c2ccccc2)c2ccccc2)cc1 | -3% | -1.0% | -16% | 1% | -1% | -18%[46.1 µM] | 5%
CCOc1ccc(-n2c(Cc3cc(=O)[nH]c(=O)[nH]3)nnc2SCC)cc1 | 2% | 2.9% | 16% | 5%[38.3 µM] | -6% | -3%[46.1 µM] | 3%
Cc1ccc(C)c(NC(=O)/C(C#N)=C/c2cn(CC(=O)NCc3ccco3)c3ccccc23)c1 | 0% | ? | 17% | -3% | -5% | -29% | 0%
CCOc1ccc(-n2nnnc2SCC(=O)N2CCOCC2)cc1 | 3% | 1.2% | -1% | 1% | -3% | 11%[46.1 µM] | 10%
N#C/C(=N/O)c1nc(-c2ccc(F)cc2)cs1 | 4% | 0.2% | ? | -6% | 2% | -9% | -3%
COc1cccc(CN2CCNC(=O)C2CC(=O)NCCc2nc(C)c(C)s2)c1OC (configuration not stated) | 15% | 1.9% | -4%[9.22 µM] | 8% | -4% | -17% | 5%
N#CC1=C(N)Oc2cc(Nc3ccccc3)ccc2C1c1ccncc1 (configuration not stated) | -3% | -1.1% | -31% | 16%[38.3 µM] | -1% | -25%[46.1 µM] | -11%
Cc1cc(C)c2[nH]c(=O)c(C(c3nnnn3C(C)(C)C)N(Cc3ccco3)CC3CCCO3)cc2c1 (configuration not stated) | / | -0.7% | 8% | 23%[38.3 µM] | -2% | -22%[46.1 µM] | 6%
CCOc1ccc(NC(=O)C2CC=CCC2C(=O)O)cc1 (configuration not stated) | / | -1.0% | 9% | 11%[38.3 µM] | 0% | 6%[46.1 µM] | 2%

Screening data (PubChem)
